# Screens (PubChem)
# FadD28 binding: M. tuberculosis FadD28 bisubstrate binding inhibition; FadD28 bisubstrate probe binding, fluorescence polarization; inhibition, % at 12.5 µM; hit rate 0.22% among 360,000; in the data active means inhibition above about 8.5%, passing the limit was not always enough; inconclusive means no clear call, values can overlap the other calls
# BoNT-F LC inh: blocks Botulinum neurotoxin F light chain protease. Multiplex microsphere protease cleavage assay, flow cytometry. AID 588497. inhibition, % at 10 µM. hit rate 0.22% among 360,000; in the data active means inhibition above about 35%, passing the limit was not always enough; inconclusive means no clear call, values can overlap the other calls; further: plate controls were buffer without enzyme for full effect and enzyme alone for no effect
# Rv3671c protease: inhibitors of M. tuberculosis serine protease Rv3671c. inhibition, % at 5.96 µM. hit rate 0.048% among 320,000. AID 2606; in the data active means inhibition above about 38%;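 further: extracellular domain of Rv3671c used as enzyme; 0% = enzyme with DMSO and 100% = no enzyme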
# Target sequence (P9WHR9 whole entry, looked up, the tested form may be a part): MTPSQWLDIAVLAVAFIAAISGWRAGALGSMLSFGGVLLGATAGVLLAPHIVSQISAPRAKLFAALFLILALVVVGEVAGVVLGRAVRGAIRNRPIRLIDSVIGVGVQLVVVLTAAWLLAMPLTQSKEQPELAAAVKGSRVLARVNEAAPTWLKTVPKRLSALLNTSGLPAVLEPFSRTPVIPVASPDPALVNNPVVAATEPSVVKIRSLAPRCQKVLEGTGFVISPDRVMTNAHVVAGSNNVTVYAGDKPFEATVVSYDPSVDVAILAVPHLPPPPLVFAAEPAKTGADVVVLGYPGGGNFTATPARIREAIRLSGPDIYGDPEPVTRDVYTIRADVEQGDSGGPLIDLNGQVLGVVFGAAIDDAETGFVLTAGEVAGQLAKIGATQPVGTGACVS
# Mtb UGM inh: blocks M. tuberculosis UGM enzyme; purified UGM, fluorescence polarization probe displacement; inhibition, % at 10 µM; hit rate 0.06% among 320,000; AID 504406; in the data active means inhibition above about 10%, passing the limit was not always enough; inconclusive means no clear call, values can overlap the other calls
# GDH-TPI inh: inhibits GDH-TPI coupling enzymes, artifact for Mtb FBA screen | hit rate 1.2% among 360,000 | AID 588335 | inhibition, % at 4.8 µM | GDH-TPI coupled enzyme counterscreen, NADH absorbance;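 further: 0% = DMSO wells and 100% = wells lacking the enzyme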
# Mtb FBA inh: Mtb fructose-bisphosphate aldolase inhibition; inhibition, % at 1 µM; purified M. tuberculosis FBA, fluorescence read-out; AID 588726; hit rate 2.3% among 360,000; P9WQA3; in the data active means inhibition above about 27%;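 further: 0% = vehicle and 100% = reference inhibitor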
# Target sequence (P9WQA3 whole entry, looked up): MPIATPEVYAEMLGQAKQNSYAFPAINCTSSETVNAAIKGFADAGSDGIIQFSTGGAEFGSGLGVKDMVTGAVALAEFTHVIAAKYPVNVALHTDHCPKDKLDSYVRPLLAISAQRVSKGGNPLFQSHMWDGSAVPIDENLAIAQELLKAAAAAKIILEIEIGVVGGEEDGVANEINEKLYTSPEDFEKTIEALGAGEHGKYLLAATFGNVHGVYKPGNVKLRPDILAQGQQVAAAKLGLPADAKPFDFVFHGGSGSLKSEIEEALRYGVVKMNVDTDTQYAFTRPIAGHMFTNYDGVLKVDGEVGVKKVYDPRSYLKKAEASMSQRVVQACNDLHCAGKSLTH
# BioA inh: BioA (M. tuberculosis) enzyme inhibition; purified M. tuberculosis BioA enzyme, plate reader; inhibition, % at 9.99 µM; hit rate 0.096% among 360,000; in the data active means inhibition above about 40%; inconclusive means no clear call, values can overlap the other calls
# MazEF act: increases E. coli MazEF RNase cleavage of RNA | P0AE70 | FAM/BHQ RNA-DNA oligo cleavage fluorescence, 5 h | activation, % at 20 µM | hit rate 0.32% among 350,000; in the data active means activation above about 50%
# Target sequence (P0AE70 whole entry, looked up): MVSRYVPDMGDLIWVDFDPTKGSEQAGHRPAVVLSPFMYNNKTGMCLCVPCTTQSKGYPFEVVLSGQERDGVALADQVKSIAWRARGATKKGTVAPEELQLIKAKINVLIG
# CCHF vOTU inh: blocks the CCHF virus ovarian tumor domain protease; CCHFV vOTU protease, Pep-AMC fluorescence; hit rate 0.55% among 370,000; inhibition, % at 11.5 µM; further: 0% = vehicle wells with enzyme and 100% = no enzyme wells
# VHR inh abs: blocks human VHR1 dual specificity phosphatase; recombinant VHR phosphatase, pNPP absorbance; inhibition, % at 13.3 µM; hit rate 0.52% among 290,000; AID 1654; in the data active means inhibition above about 50%; further: some compounds called inactive have numbers as strong as hits
# Target sequence (P51452 whole entry, looked up): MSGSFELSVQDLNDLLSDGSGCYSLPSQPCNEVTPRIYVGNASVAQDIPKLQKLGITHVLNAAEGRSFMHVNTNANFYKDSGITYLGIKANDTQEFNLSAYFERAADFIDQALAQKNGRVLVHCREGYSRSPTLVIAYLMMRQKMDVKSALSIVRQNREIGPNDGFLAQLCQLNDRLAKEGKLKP
# * = called active by the depositor; ? = inconclusive; nt = no result given; & = joins results of further samples. Unless noted, no stated cut-off is given here; in the data, active means inhibition above about 30%; inactive means the rest.
1. NS(=O)(=O)c1ccc(CCNC(=O)COC(=O)Cc2c(F)cccc2Cl)cc1
2. Cc1c(NC(=S)NC(=O)c2cccc([N+](=O)[O-])c2)c(=O)n(-c2ccccc2)n1C
3. COc1ccc(N(C(=O)c2cccnc2)S(=O)(=O)c2ccc(OC)c(OC)c2)cc1
4. Cc1ccc(OCCn2cc(/C=C(\C#N)C(=O)NCC3CCCO3)c3ccccc32)cc1C (stereo not drawn)
5. O=C(COc1ccccc1F)NNC(=O)c1cccc(-n2cccc2)c1
6. CC(C)Cc1ccc(C(C)/C=C2/CCC(CN3CCCCC3)C2=O)cc1 (stereo not drawn)
7. O=C(CN1C(=O)NC2(CCCc3ccccc32)C1=O)NCCc1ccc(F)cc1 (stereo not drawn)
8. CCOC(=O)CN(C(=O)CSc1nnc(CNc2ccc(F)cc2)n1CC)c1ccc(F)cc1

Assay by compound	1	2	3	4	5	6	7	8
FadD28 binding	-3.8	-0.7	-0.2	-1.9	-2.7	-1.0	-3.4	-2.2
BoNT-F LC inh	-2	0	-5	-6	-5	4	2	-7
Rv3671c protease	6	-4	6	-49	4	nt	-8	5
Mtb UGM inh	-2.2	-1.8	1.7	0.6	-1.7	nt	-0.8	2.1
GDH-TPI inh	-3	10	5	7	10	4	2	12
Mtb FBA inh	-1	3	2	-3	1	0	-1	2
BioA inh	-0.5	0.3	0.6	-0.6	-2.0	nt	-1.5	8.1
MazEF act	6	1	10	114*	0	8	-1	1
CCHF vOTU inh	10	26	-4	6	24	-7	11	10
VHR inh abs	16	-7	2	5	5	nt	nt	38

# 4 entries from above, with tabs:
no.	structure	FadD28 binding	BoNT-F LC inh	Rv3671c protease	Mtb UGM inh	GDH-TPI inh	Mtb FBA inh	BioA inh	MazEF act	CCHF vOTU inh	VHR inh abs
2	Cc1c(NC(=S)NC(=O)c2cccc([N+](=O)[O-])c2)c(=O)n(-c2ccccc2)n1C	-0.7	0	-4	-1.8	10	3	0.3	1	26	-7
3	COc1ccc(N(C(=O)c2cccnc2)S(=O)(=O)c2ccc(OC)c(OC)c2)cc1	-0.2	-5	6	1.7	5	2	0.6	10	-4	2
4	Cc1ccc(OCCn2cc(/C=C(\C#N)C(=O)NCC3CCCO3)c3ccccc32)cc1C (stereo not drawn)	-1.9	-6	-49	0.6	7	-3	-0.6	114*	6	5
5	O=C(COc1ccccc1F)NNC(=O)c1cccc(-n2cccc2)c1	-2.7	-5	4	-1.7	10	1	-2.0	0	24	5

# Further results follow.
9. Cc1ccc(-n2nc(C)c(NC(=O)COC(=O)c3ccccc3NCCO)c2C)cc1
10. Cn1cc(CN2CC3C[C@@H]4CC2C[C@H](C3)C4)c(-c2ccc3c(c2)OCCO3)n1
11. O=C(CSc1n[nH]c(-c2ccccc2)n1)Nc1ccc(F)cc1F
12. COc1ccc(S(=O)(=O)NC(C)C(=O)N2CCCC2)cc1C (stereo not drawn)
13. COc1ccc(CNC(=O)C2CCC(CNc3c(N4CCOCC4)c(=O)c3=O)CC2)cc1 (stereo not drawn)
14. C[C@H]1Cn2cnc(C(=O)N[C@@H](Cc3c[nH]c4ccccc34)C(=O)OC(C)(C)C)c2C(=O)N1
15. COc1cccc(CNC(=O)Cn2ccc3cc(S(=O)(=O)N4CCCCCC4)ccc32)c1
16. CCN(CC)CCNC(=O)C(=O)NCC1OCCN1S(=O)(=O)c1ccc([N+](=O)[O-])cc1 (stereo not drawn)

Assay by compound	9	10	11	12	13	14	15	16
FadD28 binding	-0.5	0.0	-0.7	-1.4	0.2&-5.1	0.9	-2.6	-3.9
BoNT-F LC inh	?	-3	-2	-5	4&-1	-9	9	-2
Rv3671c protease	-3	0	-7	nt	-3	nt	-13	-4
Mtb UGM inh	-2.3	-0.3	-0.3	0.2	-2.8	nt	0.7	0.6
GDH-TPI inh	16	-3	1	-5	7&10	7	-4	-3
Mtb FBA inh	68*	2	4	-3	-2&-2	2	-1	-4
BioA inh	nt	nt	1.5	-0.3	0.3&0.0	-3.3	-0.5	nt
MazEF act	4	3	-1	2	6&2	-2	1	-4
CCHF vOTU inh	-89	-4	-4	6	3&-5	10	-7	-1
VHR inh abs	nt	-4	2	-1	17	nt	6	-2

17. O=C(CSc1ncnc2c1oc1ccccc12)Nc1ccccc1C(F)(F)F
18. S=C(Nc1ccccc1Cl)NC1CCCCCC1
19. COC(=O)c1c(CSc2ccc(Cl)cc2)noc1C(=O)NCc1ccco1
20. O=S(=O)(c1ccc(NCC2CCCCC2)nc1)N1CCOCC1
21. O=C1NC(=O)N(CCC2=CCCCC2)C(=O)/C1=C/c1ccc(O)cc1
22. c1cncc(Nc2nc(-c3cccnc3)cs2)c1
23. CCC1CCCCN1C(=O)COC(=O)c1cc(=O)[nH]c2ccccc12 (stereo not drawn)
24. Cc1ccc(-n2c(=O)c3c(c4cc(C)ccc4n3C)n(CC(=O)NCC3CCCO3)c2=O)cc1 (stereo not drawn)

Assay by compound	17	18	19	20	21	22	23	24
FadD28 binding	-0.3	-0.4	-1.9	0.3	-1.8	-2.9	-3.1	-2.1
BoNT-F LC inh	0	-11	-7	5	-1	-10	nt	-2
Rv3671c protease	8	4	1	3	-17	-5	-2	nt
Mtb UGM inh	0.3	-2.1	-1.5	-1.5	-0.7	-3.2	0.8	nt
GDH-TPI inh	0	-1	1	5	1	2	5	16
Mtb FBA inh	5	-1	0	7	-4	0	4	63*
BioA inh	-4.6	0.5	0.9	-3.3	-0.6	nt	-1.8	-1.5
MazEF act	-2	3	1	-8	-18	4	-3	0
CCHF vOTU inh	-4	4	8	-8	-3	0	-10	-48
VHR inh abs	21	17	-8	-21	-18	-3	nt	nt

25. CCCN(CC(=O)Nc1ccccc1C)C(=O)C1CC(=O)N(c2cccc(C)c2C)C1 (stereo not drawn)
26. OCCNc1ncnc2c1sc1nc(N3CCOCC3)c3c(c12)CCC3
27. O=C(NC(=S)NC1CCSC1=O)c1cccc([N+](=O)[O-])c1 (stereo not drawn)
28. CCOC(=O)CCNC(=O)Nc1ccc2nc(C)n(Cc3cccc(Cl)c3)c(=O)c2c1
29. NC(=O)c1c(NC(=S)Nc2ccc(F)cc2)sc2c1CCCC2
30. Cc1nn(-c2ccc(F)cc2)c(C)c1CN1CCN(CCc2ccccc2)C(CCO)C1 (stereo not drawn)
31. O=C(C1CCCC1)N1CCC(CC2CC(c3cccc(Br)c3)=NO2)(C(=O)NCC2CCCCC2)CC1 (stereo not drawn)
32. CC1CCc2c(nc3ncnn3c2N2CCN(c3ccccc3)CC2)C1 (stereo not drawn)

Assay by compound	25	26	27	28	29	30	31	32
FadD28 binding	-0.8	-1.1	-2.3	-6.2	-1.9	-1.4	-0.3	-1.2
BoNT-F LC inh	6	4	3	-3	2	-1	-1	-21
Rv3671c protease	-3	-5	-3	-6	0	-9	-7	1
Mtb UGM inh	-0.3	1.0	0.4	0.9	-1.5	0.5	-0.9	-1.0
GDH-TPI inh	2	21	6	4	0	3	2	5
Mtb FBA inh	0	10	-1	5	0	-3	1	-3
BioA inh	nt	-1.7	2.0	3.6	-1.0	nt	-2.4	17
MazEF act	-1	-8	2	-1	0	-2	-4	11
CCHF vOTU inh	3	8	0	8	10	8	9	7
VHR inh abs	nt	9	22	10	2	31	-10	43

33. COc1ccccc1C(=O)Nc1cc2ccccc2oc1=O
34. O=C1c2ccccc2S(=O)(=O)N1Cc1c(F)cccc1Cl
35. CCn1c(=O)c(C(=O)CN2CCN(S(=O)(=O)c3cc(C)ccc3C)CC2)c(N)n(Cc2ccccc2)c1=O
36. CC(C)CN1C(=O)C(=O)N(CC(=O)NCc2ccc3c(c2)OCO3)C1=O
37. CCCN1CCN(CCCNC(=O)C2CCN(c3nnc(-n4c(C)ccc4C)s3)CC2)CC1
38. Cc1cccc(-n2cnc3cc(C(=O)N4CCCCC4)ccc32)c1
39. O=C(CNC(=O)c1sc2ccccc2c1Cl)NCc1cccnc1
40. COc1ccc2[nH]c(C)c(CCN(Cc3cccs3)C(=S)Nc3ccccc3)c2c1

Assay by compound	33	34	35	36	37	38	39	40
FadD28 binding	-1.4	-0.9	-2.5	-1.9	1.4	-2.0	-1.5	0.2
BoNT-F LC inh	-11	-3	0	-6	0	3	-5	-4
Rv3671c protease	-3	-5	-4	-3	-5	1	-6	3
Mtb UGM inh	-1.1	0.8	-1.5	0.3	-3.1	-0.8	2.5	9.4
GDH-TPI inh	-6	2	7	8	10	8	1	12
Mtb FBA inh	4	5	5	-1	3	1	3	4
BioA inh	-0.9	-3.4	nt	-1.2	-3.5	3.2	-1.4	-11
MazEF act	4	3	-3	6	10	3	4	-19
CCHF vOTU inh	nt	5	0	7	12	-9	-1	9
VHR inh abs	12	7	14	23	-20	4	14	-2

# Looked up one by one from above:
39. O=C(CNC(=O)c1sc2ccccc2c1Cl)NCc1cccnc1
33. COc1ccccc1C(=O)Nc1cc2ccccc2oc1=O

Assay by compound	39	33
FadD28 binding	-1.5	-1.4
BoNT-F LC inh	-5	-11
Rv3671c protease	-6	-3
Mtb UGM inh	2.5	-1.1
GDH-TPI inh	1	-6
Mtb FBA inh	3	4
BioA inh	-1.4	-0.9
MazEF act	4	4
CCHF vOTU inh	-1	nt
VHR inh abs	14	12

# (further entries)
41. CCCn1cc(S(=O)(=O)c2ccccc2)c(=O)c2cc(F)c(N3CCN(C)CC3)cc21
42. O=C(N/C(=C\c1ccc2c(c1)OCO2)C(=O)N1CCOCC1)c1cccs1
43. COC(=O)C1=C(COc2ccccc2)NC(=O)NC1c1ccc(Cl)cc1 (stereo not drawn)
44. CC(=O)C1=C(C)N=c2s/c(=C/c3ccc4c(c3)OCO4)c(=O)n2C1c1ccc(N(C)C)cc1 (stereo not drawn)
45. CCOC(=O)c1c(N)sc(C(=O)N(CC)CC)c1C
46. Cn1cc(/C=N/NC(=O)c2ccc(C#N)cc2F)c2ccccc21
47. Cc1ccc(C2CC(c3ccccc3)n3ncnc3N2)cc1 (stereo not drawn)
48. Cc1ccccc1C(=O)Nc1ccc(C(=O)N/N=C/c2ccc(F)cc2)cc1

Assay by compound	41	42	43	44	45	46	47	48
FadD28 binding	-2.4	-0.3	nt	-3.7	-0.3	5.7	-2.1	-2.1
BoNT-F LC inh	0	2	nt	-8	1	-1	2	-6
Rv3671c protease	-1	1	-7	nt	1	2	2	-9
Mtb UGM inh	-1.7	1.0	0.8	nt	2.0	5.7	-0.2	-2.0
GDH-TPI inh	4	29	nt	-1	-1	18	8	2
Mtb FBA inh	12	-1	nt	-5	2	0	4	-2
BioA inh	0.6	-1.0	nt	-1.2	-0.3	nt	0.8	nt
MazEF act	3	4	4	-22	3	-9	2	-4
CCHF vOTU inh	-22	2	10	-4	-12	-5	0	-7
VHR inh abs	47	-4	nt	nt	16	24	28	12

49. O=C(c1ccccc1OC(F)F)N1CCN(S(=O)(=O)c2ccc3c(c2)OCCCO3)CC1
50. CC1CC(C)CN(C(=O)c2ccccc2Nc2ccc(SC(F)F)cc2)C1 (stereo not drawn)
51. O=S(=O)(c1ccccc1C(F)(F)F)N1CCN(c2ncnc3sccc23)CC1
52. CC(C)CNC(=O)COc1ncnc2ccccc12
53. COc1ccc(CNC(=O)c2cccc(NC3=NC4CS(=O)(=O)CC4S3)c2)cc1 (stereo not drawn)
54. CC1(C)CC(=O)C2=C(C1)OC(N)=C(C#N)C2c1ccc2c(c1)OCO2 (stereo not drawn)
55. CC(OC(=O)c1cc(=O)[nH]c2ccccc12)c1ccccc1 (stereo not drawn)
56. Cc1sc2nc(COC(=O)Cc3ccccc3)[nH]c(=O)c2c1C
57. CC(NC(=O)Cn1cccc1C(=O)c1ccccc1)c1ccccc1 (stereo not drawn)

Assay by compound	49	50	51	52	53	54	55	56	57
FadD28 binding	-1.3	-1.9	-17	-0.5	-1.3	-5.3	-1.2	-3.0	-3.2
BoNT-F LC inh	0	-4	2	-6	-6	?	4	3	5
Rv3671c protease	2	8	-1	1	6	-2	-7	-8	-5
Mtb UGM inh	-1.5	1.0	1.0	1.9	-1.3	1.4	-0.1	-0.2	-1.5
GDH-TPI inh	16	6	-9	5	-1	-27	5	-4	9
Mtb FBA inh	1	-2	0	2	1	-4	3	1	-7
BioA inh	-0.2	-2.0	1.5	nt	2.9	-2.1	-0.9	0.4	-0.2
MazEF act	0	3	-7	0	4	7	2	-13	2
CCHF vOTU inh	2	9	7	-7	3	18	-3	6	16
VHR inh abs	nt	29	nt	43	25	18	8	8	7
